Assay outcomes deposited in PubChem BioAssay by National Center for Advancing Translational Sciences (NCATS).
FEN1 inhibitor: qHTS Assay for the Inhibitors of Human Flap endonuclease 1 (FEN1). P39748. Recombinant FEN1 flap cleavage, fluorescence, 15 min. Potency, µM (doses to about 114 µM), without a hit: at the highest dose activity change, negative = inhibition, most hits filed as inhibitors. actives 0.35% (n = 390,000). AID 588795, 2011; note: nearly all actives have a fitted effect of over 65% in size
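Read-out was taken twice, immediately and after 15 min, following addition of 50 nM substrate to 10 nM FEN1 that had sat with test compound for 15 min at room temperature. Curves came from a four-parameter Hill model.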
N370S GC mod: qHTS Assay for Inhibitors and Activators of N370S glucocerebrosidase as a Potential Chaperone Treatment of Gaucher Disease; Lysosomal acid glucosylceramidase (Homo sapiens), P04062; N370S GC spleen homogenate, 4MU-glucoside fluorescence; Potency, µM (series often up to 59.4 µM), inactives show at the top dose activity change, negative = inhibition, most hits filed as inhibitors; actives 0.092% (n = 330,000);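 note: 0% = full enzyme activity and -100% = no enzyme basal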
KAT2A inh: qHTS Assay for Inhibitors of GCN5L2. Histone acetyltransferase KAT2A (Homo sapiens), Q92830. GCN5L2 HAT assay, ThioGlo1 CoA-SH fluorescence. actives 0.21% (n = 390,000). AID 504327, 2011. Potency, µM (highest dose often 58.9 µM), for the others: top-dose activity change, negative = inhibition, most hits filed as inhibitors
Target sequence (Q92830 whole entry, looked up): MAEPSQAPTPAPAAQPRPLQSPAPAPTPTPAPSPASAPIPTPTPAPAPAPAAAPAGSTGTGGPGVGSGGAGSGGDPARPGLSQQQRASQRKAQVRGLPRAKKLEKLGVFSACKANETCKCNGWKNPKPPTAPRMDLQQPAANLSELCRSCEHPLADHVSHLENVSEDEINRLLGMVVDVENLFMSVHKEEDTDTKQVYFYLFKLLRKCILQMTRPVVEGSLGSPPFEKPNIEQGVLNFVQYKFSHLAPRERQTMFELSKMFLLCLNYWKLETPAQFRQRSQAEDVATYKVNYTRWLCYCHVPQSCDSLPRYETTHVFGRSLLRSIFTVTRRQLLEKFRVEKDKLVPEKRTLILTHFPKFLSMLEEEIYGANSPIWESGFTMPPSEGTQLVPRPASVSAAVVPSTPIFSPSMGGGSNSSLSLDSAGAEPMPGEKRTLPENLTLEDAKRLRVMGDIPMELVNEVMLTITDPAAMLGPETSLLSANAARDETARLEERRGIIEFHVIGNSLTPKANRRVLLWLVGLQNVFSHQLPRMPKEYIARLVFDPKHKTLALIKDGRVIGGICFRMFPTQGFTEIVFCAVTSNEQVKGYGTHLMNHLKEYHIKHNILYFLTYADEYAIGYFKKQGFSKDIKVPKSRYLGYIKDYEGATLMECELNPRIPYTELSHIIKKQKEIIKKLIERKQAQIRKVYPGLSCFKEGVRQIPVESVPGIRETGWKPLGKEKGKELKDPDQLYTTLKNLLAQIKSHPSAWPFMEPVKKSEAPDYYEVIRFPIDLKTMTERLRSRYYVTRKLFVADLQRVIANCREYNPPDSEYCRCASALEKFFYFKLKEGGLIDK
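Preincubate 20nM GCN5L2 with compound 15 min, RT → add 50uM ThioGlo1 + 75uM H3(1-25) + 70uM acetyl-CoA → read fluorescence 0 and 20 min. Primary qHTS; fluorescent artifacts likely.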
Starred values were filed as active, the others as inactive; ? = inconclusive; . = no result given; & = joins results of further samples; [ ] = remark or other dose. Calls come from the whole dose curve; as a rule, active = well fitted curve in the direction sought with a large enough effect; inconclusive = small, poorly fitted or top-dose-only effect, or another doubt; inactive = no such curve, though single readings can be large; an effect the other way counts as inactive or inconclusive. Unless noted, % is set by controls: 0 for no effect and ±100 for the full control effect; potency is the fitted concentration of half-maximal effect.

The opening two records as a preview:
Molecule | FEN1 inhibitor | N370S GC mod | KAT2A inh
O=C(CC1C(=O)NCCN1Cc1ccccc1C(F)(F)F)NCCc1ccccn1 (stereo not drawn) | 1.7% | -5.5% | -0.9%
Fc1cccc(CNCC2CCCO2)c1 (stereo not drawn) | 6.9% | 0.2% | -0.2%

The listing, previewed entries included:
Molecule | FEN1 inhibitor | N370S GC mod | KAT2A inh
O=C(CC1C(=O)NCCN1Cc1ccccc1C(F)(F)F)NCCc1ccccn1 (stereo not drawn) | 1.7% | -5.5% | -0.9%
Fc1cccc(CNCC2CCCO2)c1 (stereo not drawn) | 6.9% | 0.2% | -0.2%
Cc1ccnn1CCC(=O)N1CCCC(CCC(=O)NCc2ccccc2F)C1 (stereo not drawn) | 43.9%[activator] | 1.5% | 3.1%
O=Cc1ccc(-n2cncn2)cc1 | 15.6% | -12.4% | -7.1%
COc1cc(CC2COC(=O)C2(O)Cc2ccc(O)c(OC)c2)ccc1O (stereo not drawn) | -4.4% | -13.0% | -27.4%
O=C1CN(C(=O)c2ccccc2F)C(c2ccc(F)cc2)c2cc(Br)ccc2N1 (stereo not drawn) | -22.6% | -3.0% | 15.9%
COc1ccc(C)cc1NS(=O)(=O)c1ccc2c(c1)n(C)c(=O)n2C | 3.2%&-5.6% | -6.1% | 2.8%&-6.5%
OC(COc1cccc2ccccc12)CN1CCN(c2cccc(Cl)c2)CC1 (stereo not drawn) | -0.5% | -27.0% | ?
O=C(Nc1ccccc1)/C(=C/c1cccnc1)NC(=O)c1ccco1 | -0.3% | -3.3% | 20.7%
COc1ccc(OCC(=O)NC2CC(=O)N(c3cccc(OC)c3)C2)cc1 (stereo not drawn) | 17.4% | . | 1.9%
N#C/C(=C\c1ccco1)C(=O)NCC1CCCO1 (stereo not drawn) | -4.6% | -3.1% | -0.9%
COCCn1c(SCC(=O)NNC(=O)Cc2ccccc2)nc2ccccc2c1=O | -1.6% | 1.4% | -0.8%
O=C(Cc1ccccc1[N+](=O)[O-])N1CCN(c2ccccc2F)CC1 | 12.3% | -0.4% | -0.3%
CCOc1ccc(S(=O)(=O)N2CCCC2)cc1 | 2.9% | 1.9% | -7.9%
C/C(=N/NC(=O)C(O)(c1ccccc1)c1ccccc1)c1ccc([N+](=O)[O-])o1 | -1.0% | 0.0% | -8.6%
Cc1ccc(C)c(S(=O)(=O)N2CCCOC2CNC(=O)C(=O)NCc2cccs2)c1 (stereo not drawn) | 3.3% | -3.4% | -14.2%
CCc1cc(C(=O)OC)c(NC(=O)CSc2nccn2C)s1 | -0.4% | 24.1% | ?
Cc1cc(C)c(C#N)c(SCc2ccc([N+](=O)[O-])cc2)n1 | -5.2% | 3.4% | 4.1%
Cc1cccc2cc(CN(Cc3ccco3)S(=O)(=O)c3ccc4c(c3)OCCO4)c(=O)[nH]c12 | -21.1% | 4.0% | -14.2%
CCCC(=O)Nc1ccc(-c2ccc(NC(=O)CCC)cc2)cc1 | -2.5% | 8.8% | 28.5%
CC(C)[C@H](NC(=O)[C@@H]1Cc2ccccc2CN1C(=O)OC(C)(C)C)C(=O)NCc1ccco1 | -2.4% | -4.1% | -5.3%
CCn1cc(CNCc2cn[nH]c2-c2cc3ccccc3o2)cn1 | -3.5% | -0.6% | -3.1%
CC(C)CN(CCCNC(=O)CC1Oc2ccccc2NC1=O)CC(C)C (stereo not drawn) | 1.8% | -15.4% | 0.5%
NC(=O)CC(NSc1ccccc1[N+](=O)[O-])C(=O)O (stereo not drawn) | 1.5% | -1.8% | -0.7%
CCC(Sc1nc2nccnc2c(=O)n1Cc1ccc(F)cc1)C(=O)NC1CCCCC1 (stereo not drawn) | 25.8% | . | -2.9%
Cc1ccccc1N(CC(=O)NCCc1ccccc1)C(=O)c1csnn1 | -4.6% | 1.5% | -2.5%
CCc1c(C)nc(N2CCN(c3ccccc3)CC2)[nH]c1=O | 21.8% | 3.7% | -2.9%
Cc1cc2c(c(=O)n1CCCn1ccnc1)C(c1ccco1)C(C#N)=C(N)O2 (stereo not drawn) | 14.8% | 0.4% | 0.3%
CCCNC(=O)c1ccc(N2CCC3(CC2)CC(c2cccc(Br)c2)=NO3)c(NC(=O)c2cccc(C)c2)c1 | -1.2% | -8.9% | -10.0%
Fc1ccc(-c2csc(=S)[nH]2)cc1 | -15.3% | 2.6% | 5.4%
Cc1ccc(S(=O)(=O)ON2C(=O)c3cccc4cccc(c34)C2=O)cc1 | 17.8µM* | 18.8% | -20.7%
NS(=O)(=O)c1ccc(NNC(=O)c2ccccc2)cc1 | 18.7% | -2.3% | 2.3%
CCc1cc(C(=O)N2CCN(S(=O)(=O)c3ccc(Cl)cc3)CC2)sc1C | -13.1% | . | -7.6%
CC(C)Cc1nccs1 | 4.4% | -1.3%&-2.3% | -0.3%
COc1cccc(N2CC(NC(=O)c3cccs3)CC2=O)c1 (stereo not drawn) | -11.4% | . | -1.6%
O=C(Cc1c(F)cccc1Cl)Nc1ccccn1 | 1.5% | 0.5% | -2.3%
Cc1ccccc1OC1CCN(C(=O)c2cc(COc3ccccc3)on2)CC1 | -18.3% | 6.3% | -11.6%
COc1ccc(N(Cc2cc3ccc(C)cc3[nH]c2=O)S(=O)(=O)c2ccccc2)cc1 | -8.6% | ? | -11.0%
NC(=O)CC(NC(=O)Cc1ccc(Br)cc1)c1ccc(N2CCc3ccccc3C2)c([N+](=O)[O-])c1 (stereo not drawn) | -6.8% | -12.6% | -3.2%
CCc1ccccc1NS(=O)(=O)c1ccc2[nH]cc(C(=O)NCc3ccco3)c(=O)c2c1 | 2.7% | -18.3% | -2.8%
O=c1c(-c2ccc(Cl)cc2)nc2cnc(Oc3ccccc3)nc2n1C1CC1 | . | 0.1% | -17.9%
COc1ccc(NC(=S)Nc2cccc(C(C)=O)c2)cc1OC | 3.3% | 2.7% | -4.0%
Cc1nc(Cc2nnc(SCc3nc(N)nc(Nc4ccccc4C)n3)o2)cs1 | -11.2% | 3.4% | -0.1%
COC(=O)C(C)n1cnc2c(nnn2-c2ccc(C)cc2)c1=O (stereo not drawn) | -17.9% | -1.2% | ?
O=C(Nc1ccc(F)cc1)C(=O)C1C(=O)Nc2ccccc21 (stereo not drawn) | -20.4% | -3.2% | -4.2%
COc1cc(NC(=O)Cn2c(SCc3ccc(F)cc3)nc3cccnc32)cc(OC)c1 | -3.4% | . | -10.9%
CC1CCCN(Cc2ccc(OCc3ccccc3)cc2)C1 (stereo not drawn) | 0.2% | -17.5% | -2.8%
O=C(c1cnccn1)N1CCC[C@@]2(CCN(Cc3ccccc3)C2)C1 | . | 0.2% | 8.8%
CCc1ccccc1NC(=O)Cn1ccn(-c2ccc(OC)cc2)c(=O)c1=O | -12.8% | -10.5% | -4.2%
CCOC(=O)N1CCN(CC(=O)Nc2c(C(=O)OC)[nH]c3cccc(Cl)c23)CC1 | -4.5% | 1.4% | 2.8%

Continued.
Molecule | FEN1 inhibitor | N370S GC mod | KAT2A inh
Cc1ccc(Nc2nnc(SC(C)C(=O)NC3CC3)s2)cc1 (stereo not drawn) | -3.5% | . | 0.0%
COC(=O)c1ccc(NC(=O)CC2C(=O)N(c3cccc(OC)c3)C(=O)N2Cc2cccs2)cc1 (stereo not drawn) | -1.0% | . | -2.9%
O=C(CSc1nnc(-c2ccncc2)o1)N1CCc2ccccc2C1 | 3.6% | 2.4% | 1.1%
Nc1nc(-c2ccccc2)cn1N | -10.0% | 1.7% | 1.2%
N#Cc1ccccc1-c1ccc2ncnc(NCCN3CCOCC3)c2c1 | . | -12.9% | -17.2%
CCOc1c(Br)cc(C(N)=O)cc1OCc1ccccc1 | -9.3% | 7.9% | -12.7%
C/C=C\C=C/C(=O)Nc1cccc(C2=NOC3(C2)C[C@@H](C(N)=O)N(C(=O)[C@H]2CCC(=O)N2)C3)c1 (stereo partly drawn) | 2.2% | -1.5% | -2.7%
N#CCC(=O)N/N=C\c1cc(Br)ccc1OC/C=C/c1ccccc1 | -19.7% | 1.4% | -1.0%
CCCc1nnc(NC(=O)CCC(=O)N2CCN(CCOc3ccc(C)cc3)CC2)s1 | 7.2% | -7.6% | 0.3%
CC(=O)NN1C(=O)c2ccccc2NC1c1ccccc1O (stereo not drawn) | 2.7% | -1.7% | -18.1%
CN(C)S(=O)(=O)c1cccc(CSCc2cccc(S(=O)(=O)N(C)C)c2)c1 | 10.4% | -18.2% | ?
O=C(O)C1C2C=CC(O2)C1C(=O)NC1CCCc2ccccc21 (stereo not drawn) | -3.7% | -0.2% | -2.5%
COc1ccc(-c2nc3scc(CCNS(=O)(=O)c4ccccc4F)n3n2)cc1 | -0.5% | . | -10.7%
Cc1cccc(C(=O)Nc2ccc(N3CCN(S(C)(=O)=O)CC3)cc2)c1 | 0.2% | 11.6% | 5.6%
Cc1cccc(N2CCN(C(=O)CCCCCn3c(=S)[nH]c4ccc(N5CCOCC5)cc4c3=O)CC2)c1C | -2.9% | -1.7% | -2.9%
CS(=O)(=O)N1CC(C(=O)O)Oc2ccc(CC(=O)O)cc21 (stereo not drawn) | -1.4% | 11.4% | 0.3%
Cc1cc(C)nc(SCC(=O)N/N=C/C=C/c2ccccc2)n1 | 14.7% | 7.5% | -10.0%
Cc1ccc(NC(=S)N(CCCN(C)C)Cc2cc3cc4c(cc3[nH]c2=O)OCO4)cc1 | 0.6% | 1.7% | 1.2%
Cc1cccc(NC(=O)CN(C)C(=O)C2CCCC2)c1C | 0.0% | . | 2.9%
Cc1ccccc1NS(=O)(=O)c1ccc(F)cc1 | -4.2% | 1.1% | 1.2%

For reference, 2 of the compounds above:
Molecule | FEN1 inhibitor | N370S GC mod | KAT2A inh
CN(C)S(=O)(=O)c1cccc(CSCc2cccc(S(=O)(=O)N(C)C)c2)c1 | 10.4% | -18.2% | ?
O=C(O)C1C2C=CC(O2)C1C(=O)NC1CCCc2ccccc21 (stereo not drawn) | -3.7% | -0.2% | -2.5%

Looked up by structure from above:
Molecule | FEN1 inhibitor | N370S GC mod | KAT2A inh
Cc1cc(C)nc(SCC(=O)N/N=C/C=C/c2ccccc2)n1 | 14.7% | 7.5% | -10.0%
CS(=O)(=O)N1CC(C(=O)O)Oc2ccc(CC(=O)O)cc21 (stereo not drawn) | -1.4% | 11.4% | 0.3%
Cc1cccc2cc(CN(Cc3ccco3)S(=O)(=O)c3ccc4c(c3)OCCO4)c(=O)[nH]c12 | -21.1% | 4.0% | -14.2%
COC(=O)c1ccc(NC(=O)CC2C(=O)N(c3cccc(OC)c3)C(=O)N2Cc2cccs2)cc1 (stereo not drawn) | -1.0% | . | -2.9%
CC(C)[C@H](NC(=O)[C@@H]1Cc2ccccc2CN1C(=O)OC(C)(C)C)C(=O)NCc1ccco1 | -2.4% | -4.1% | -5.3%
O=c1c(-c2ccc(Cl)cc2)nc2cnc(Oc3ccccc3)nc2n1C1CC1 | . | 0.1% | -17.9%

Next records.
Molecule | FEN1 inhibitor | N370S GC mod | KAT2A inh
CC1=C(C(=O)Nc2cccnc2)C(c2ccc3c(c2)OCO3)C2=C(CCCC2=O)N1 (stereo not drawn) | 3.7% | 3.8% | -7.6%
Cc1ccc(S(=O)(=O)N(Cc2c(F)cccc2Cl)C(=O)N2CCN(C)CC2)cc1 | -0.1% | 2.5% | -0.7%
COCCn1nnnc1C(C(C)C)N1CCCC(C)C1 (stereo not drawn) | 2.6% | 3.0% | 0.0%
COc1ccc2c(c1)c(C(C)=O)c(C)n2-c1ccc(C(C)=O)cc1 | -3.3% | ? | -2.4%
COc1ccccc1Oc1nnnn1-c1ccc(C(N)=O)cc1 | 1.1% | . | -5.8%
Cn1ccnc1C1CCCCN1Cc1nc(Cc2ccccc2F)no1 (stereo not drawn) | -1.5% | -20.2% | 0.0%
Cc1cc(C)cc(Nc2nc(-c3ccc(S(=O)(=O)N4CCCC4)cc3)cs2)c1 | -16.0% | 0.1% | -4.1%
O=C(Nc1cccnc1)c1cccnc1 | -26.0% | 4.1% | -1.3%
CCCCCNCc1ccc(Cl)cc1 | -2.4% | 3.4% | -3.6%
O=C(NCC1(N2CCCCC2)CCCCC1)C1CC(=O)N(c2ccc3c(c2)OCCO3)C1 (stereo not drawn) | 12.1% | -5.9% | -6.2%
COc1ccc(S(=O)(=O)Nc2cc(-c3cn4ccc(C)cc4n3)ccc2C)cc1OC | 3.7% | . | -10.8%
COC(=O)c1cc(C(=O)OC)cc(N2C(=O)CC(NNC(=O)c3ccc(C)cc3)C2=O)c1 (stereo not drawn) | -6.3% | 2.4% | -9.4%
COc1ccc(NC(=O)CN2C(=O)C(c3ccccc3)=NC23CCCCCC3)cc1 | -19.9% | 25.9% | -9.6%
CC(C)C1=NN2C(=N)CC(=O)N=C2S1 | -3.8% | -8.3% | -3.5%
CC(C)(C)C(=O)N1CCn2c1nc1ccccc12 | -6.9% | -4.7% | -7.1%
CC(NC(=O)CCc1nnc(C2(c3ccc(Cl)cc3)CCC2)o1)C1CC1 (stereo not drawn) | -2.2% | -12.5% | -15.5%
COc1ccc(-c2nc(CS(=O)CC(=O)NCc3cccnc3)c(C)o2)cc1 (stereo not drawn) | -0.2% | 2.6% | 0.7%
